Assay outcomes from PubChem.
SDO1 yeast rescue: restores growth of sdo1-depleted yeast | S. cerevisiae sdo1-depleted JHY4D growth rescue, OD600 30 h; active compounds read high; pdr5 snq2 efflux-pump mutant strain | z-score at 10 µM | actives 0.21% (n = 140,000);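 active means z-score above 3 at both the 24 hr and the 30 hr optical density reads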;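 further: z-score against mean and SD of all compound wells on the same plate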
Insulin prom inh: TRM-6 insulin promoter activity inhibition; TRM-6 cells (human fetal islet line), insulin promoter-eGFP reporter, imaging; reporter expression induced with tamoxifen; inhibition, % at 2 µM; actives 0.9% (n = 130,000); AID 1273;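 active means inhibition above the mean plus 3 SD, with well images judged a real hit on visual review, cut at about 60% in these data, passing the limit was not always enough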
SDO1 yeast rescue Rescue 24 h: also measured in SDO1 yeast rescue; calls as there; z-score; S. cerevisiae sdo1-depleted JHY4D growth rescue, OD600; measured here: growth rescue at 24 h;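 0 is the plate mean of compound wells and units are plate SD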
Active calls of the source: *; . = no result given.

SDO1 yeast rescue	SDO1 yeast rescue Rescue 24 h	Insulin prom inh	SMILES
0.42	0.58	-14	CN(CCOc1ccc(-c2ccn(S(=O)(=O)c3ccc(Cl)cc3)n2)cc1)c1ccccn1
.	.	0	CN1C(=O)CC(N2CCN(c3ccccc3)CC2)C1=O (configuration not stated)
-1.4	-1.2	-27	COC(=O)C1=C(NC(=O)c2cccc(OC)c2)CCS1
.	.	60	COc1cc2c(cc1OC)CN(CCC(=O)c1ccc(Br)cc1)CC2
.	.	-111	CC(=O)Nc1ccc(NC(=O)CSc2nnc(-c3ccco3)o2)cc1
-0.65	-0.76	.	O=C(Oc1ccc2c(c1)OCO2)C12CC3CC(CC(C3)C1)C2
-0.96	-0.51	.	COc1ccccc1NC(=O)CSCC(=O)N1c2ccccc2CCc2ccccc21
-0.18	-0.97	35	CC1(C)CC(=O)C(CCC(=O)c2ccccc2)C(C)(C)N1 (configuration not stated)
0.53	0.37	20	O=C(COC(=O)Cc1ccccc1[N+](=O)[O-])NCc1ccccc1Cl
.	.	-189	NNC(=O)C1CC(O)CN1S(=O)(=O)c1ccc(Cl)cc1 (configuration not stated)
0.73	0.47	.	COC(=O)/C=C/C(=O)NCc1ccco1
1.6	1.9	20	CC1(C)N=C(N)NC(Nc2ccc(Br)cc2)=N1
1.1	3.4	-44	Cc1ccc(CN2CCN(CC(=O)NCCCN3CCN(c4ccc(F)cc4)CC3)C2=O)cc1
0.24	-0.08	-48	Cc1ccc(C(=O)NCc2ccco2)cc1[N+](=O)[O-]
-0.94	-0.36	-324	CCOC(=O)Cc1nnc2c(Nc3ccccc3F)nc3nonc3n12
-1	-1.1	24	COc1ccc(NS(=O)(=O)c2cccc(C(=O)N/N=C(\C)c3ccncc3)c2)cc1
1.1	0.33	30	CC1CC(=O)C2=C(C1)Nc1ccccc1N=C2 (configuration not stated)
0.52	0.49	-40	COCCCNCCOCCOc1ccc(C)cc1[N+](=O)[O-]
0.16	0.92	8	COc1ccccc1NCCC(=O)OCC(=O)NC1CCCC(C)C1C (configuration not stated)
-1.1	-1.1	20	Cn1c(=O)c2ncn(CC(=O)Nc3ccc(N4CCOCC4)cc3)c2n(C)c1=O
0.6	0.59	.	CCOc1ccc(-c2nc(CSCC(=O)N3CCN(C(=O)c4ccco4)CC3)c(C)o2)cc1
-1.7	-0.86	.	Cc1cc(NC(=O)c2cccc(COc3ccc(Br)cc3)c2)no1
0.52	-0.33	-24	COc1ccc(CCN2CC(C(=O)NCc3ccco3)CC2=O)cc1OC (configuration not stated)
-0.88	-0.25	6	Cc1nc(Nc2ccc(S(=O)(=O)N3CCCC3)cc2)c2nnn(Cc3ccccc3)c2n1
-1.6	-0.77	.	Cc1cccc(Nc2nc(N)c([N+](=O)[O-])c(N3CCCC(C)C3)n2)c1 (configuration not stated)
0.29	3.1	-8	CCCCN(C(=O)Nc1ccc(OCC)cc1)C1CCN(C(C)=O)CC1
0.14	-0.34	61	Cc1ccc(S(=O)(=O)/C(C#N)=C/c2c(N3CC(C)OC(C)C3)nc3ccccn3c2=O)cc1 (configuration not stated)
.	.	39	O=c1[nH]ncc(NCc2ccc(Cl)cc2)c1Cl
-0.92	0.07	-50	CCN(CC)S(=O)(=O)c1ccc2oc(C(=O)NCc3ccc(C)cc3)c(C)c2c1
.	.	61	COc1ccccc1-n1c(=O)c2c3c(sc2n2c(=S)[nH]nc12)CCC3

Reprinted from the part before: 2 compounds; new compounds follow.
SDO1 yeast rescue	SDO1 yeast rescue Rescue 24 h	Insulin prom inh	SMILES
-0.92	0.07	-50	CCN(CC)S(=O)(=O)c1ccc2oc(C(=O)NCc3ccc(C)cc3)c(C)c2c1
.	.	61	COc1ccccc1-n1c(=O)c2c3c(sc2n2c(=S)[nH]nc12)CCC3
-0.58	-0.52	-19	O=C(NC1CCCCC1)C(c1ccc(O)cc1)N(CC1CCCO1)C(=O)C1COc2ccccc2O1 (configuration not stated)
-2.6	-1.5	0	O=C(Cc1ccc(Br)cc1)c1ccc(O)cc1O
-0.84	0.07	29	O=C(CCc1ccccc1)NC(NC(=S)Nc1cccc(Cl)c1)C(Cl)(Cl)Cl (configuration not stated)
0.05	0.47	-47	CC(C)C(NC(=O)c1ccc(C(C)(C)C)cc1)C(=O)NC1=NCCS1 (configuration not stated)
1.1	0.71	-14	CCN1CCCC1CNC(=O)c1ccc(N2CCCC2=O)cc1 (configuration not stated)
-0.72	0.05	.	COc1ccc(-n2nc3cc(C)c(NC(=O)C(C)C)cc3n2)cc1
0.47	-0.05	.	CC1Cc2cc(C3(O)C(=O)c4ccccc4C3=O)ccc2N1 (configuration not stated)
.	.	40	CN(CCOc1ccccc1)Cc1nc2cc(Cl)ccc2c(=O)[nH]1
1.4	1.5	12	O=C(O)c1cccnc1NC1CCCC1
1.1	1.6	10	CCCn1c(CCC(=O)O)ccc1-c1ccc(F)cc1
-0.08	-0.69	30	O=C1NCCCC1C(=O)N1CCN(C(c2ccccc2)c2ccccc2)CC1 (configuration not stated)
-0.51	-0.51	-6	c1ccc(CCNc2nc3ccccc3n3nnnc23)cc1
.	.	-10	Cc1ccc(NC(=S)/N=C(\N)Nc2nc(C)c3cc(C)c(C)cc3n2)cc1C
-0.3	-0.29	38	CCN1CCN(c2ncc3c(n2)CC(c2cc(OC)c(OC)c(OC)c2)CC3=O)CC1 (configuration not stated)
-0.89	0.2	32	CCn1nc(C(=O)Nc2ccc3nc(C)sc3c2)c2ccccc2c1=O
0.23	-0.46	-18	CCOC(=O)Cn1c(C)c(C#N)c2ccccc21
-0.75	-0.6	29	COC(=O)c1ccccc1NC(=O)c1ccccc1OC
0.99	0.69	0	Cc1ccc(NC(=O)CN(C)S(=O)(=O)c2cccc3nsnc23)cc1C
0.46	0.33	-3	O=C(NCCCN1CCOCC1)c1cc2ccccc2o1
0.73	0.72	.	O=C(Nc1ccccc1)NC1CCN(Cc2nnnn2C2CCCCC2)CC1
0.58	0.01	-55	COc1cc(Cn2cnnn2)ccc1O
-1.9	-1.1	12	Cc1cc(C)n2nc3nc(N4CCCC4)nc(-c4ccccc4)c3c2n1
-0.84	-0.49	-281	COc1ccc(N2C(=O)CC2(/C=C/c2ccccc2OC)C(=O)NC2CCCC2)cc1 (configuration not stated)
1.7	2.3	.	Cc1ccccc1CSc1nnc(-c2cccnc2)n1N
0.31	-0.34	3	COc1ccc(CCNC(=O)C(C(=O)c2ccccc2)n2cc(Cl)ccc2=O)cc1OC (configuration not stated)
0.26	-0.14	36	CCCCNC(=O)C(=O)N/N=C/c1cccc(Br)c1
.	.	-67	S=C(NCCc1ccccc1)N1CCn2cccc2C1c1cccnc1 (configuration not stated)
0.64	1.2	.	COc1ccc(-c2nc(CS(=O)CC(=O)NCc3ccco3)c(C)o2)cc1 (configuration not stated)
0.77	0.82	33	CCN(CC)S(=O)(=O)c1cc(C(=O)Nc2ccncc2)ccc1Cl
-0.56	-0.24	8	C=CCN(CC=C)C(=S)NC(=O)/C=C/c1ccc(C)cc1

Some of these compounds in order of length of the SMILES, largest number first:
SDO1 yeast rescue	SDO1 yeast rescue Rescue 24 h	Insulin prom inh	SMILES
-0.58	-0.52	-19	O=C(NC1CCCCC1)C(c1ccc(O)cc1)N(CC1CCCO1)C(=O)C1COc2ccccc2O1 (configuration not stated)
0.31	-0.34	3	COc1ccc(CCNC(=O)C(C(=O)c2ccccc2)n2cc(Cl)ccc2=O)cc1OC (configuration not stated)
.	.	-10	Cc1ccc(NC(=S)/N=C(\N)Nc2nc(C)c3cc(C)c(C)cc3n2)cc1C
0.05	0.47	-47	CC(C)C(NC(=O)c1ccc(C(C)(C)C)cc1)C(=O)NC1=NCCS1 (configuration not stated)
0.99	0.69	0	Cc1ccc(NC(=O)CN(C)S(=O)(=O)c2cccc3nsnc23)cc1C
-1.9	-1.1	12	Cc1cc(C)n2nc3nc(N4CCCC4)nc(-c4ccccc4)c3c2n1
0.77	0.82	33	CCN(CC)S(=O)(=O)c1cc(C(=O)Nc2ccncc2)ccc1Cl
.	.	40	CN(CCOc1ccccc1)Cc1nc2cc(Cl)ccc2c(=O)[nH]1
-0.56	-0.24	8	C=CCN(CC=C)C(=S)NC(=O)/C=C/c1ccc(C)cc1
.	.	-67	S=C(NCCc1ccccc1)N1CCn2cccc2C1c1cccnc1 (configuration not stated)
1.1	0.71	-14	CCN1CCCC1CNC(=O)c1ccc(N2CCCC2=O)cc1 (configuration not stated)
1.1	1.6	10	CCCn1c(CCC(=O)O)ccc1-c1ccc(F)cc1
-0.75	-0.6	29	COC(=O)c1ccccc1NC(=O)c1ccccc1OC
0.23	-0.46	-18	CCOC(=O)Cn1c(C)c(C#N)c2ccccc21
1.4	1.5	12	O=C(O)c1cccnc1NC1CCCC1

(continued)
SDO1 yeast rescue	SDO1 yeast rescue Rescue 24 h	Insulin prom inh	SMILES
-0.34	-1.1	.	O=C(NCc1ccc2[nH]c3c(c2c1)CCCC3)N1CCOCC1
.	.	6	CCOC(=O)CC(NC(=O)Cn1nnc(-c2ccccc2)n1)c1ccc(OC)cc1 (configuration not stated)
-0.01	0.04	.	CCOC(=O)CN1C(=O)C(CC)Oc2ccc(Cl)cc21 (configuration not stated)
-0.47	-0.74	.	COc1cccc(/C=N/NC(=O)c2[nH]nc3c2CCc2ccccc2-3)c1O
-1.4	-0.68	-97	O=[N+]([O-])c1ccc(COc2ccc(-c3[nH]ncc3-c3ccc(Cl)cc3)c(O)c2)cc1
0.77	1	.	Cc1ccc2nc(-c3ccc(N4C(=N)SC5CS(=O)(=O)CC54)cc3)sc2c1 (configuration not stated)
-0.25	-0.44	45	CCCOC(=O)c1ccc(N2C(=O)c3ccccc3C2=O)cc1
-1.4	-0.76	17	COc1ccc(NC(=O)c2cc3c(Cl)nc4ccccc4c3s2)c(OC)c1
-0.17	3.9	.	CC1CCc2nc(NC(=O)CCSc3ccccc3)sc2C1 (configuration not stated)
.	.	11	Cc1cccc(C)c1NC1=C(Cl)C(=O)OC1OC(=O)c1ccccc1 (configuration not stated)
0.16	-0.34	-14	O=C1COc2ccccc2CN1
0.77	0.46	-52	Cc1cc2ncn(C(=O)N3CCOCC3)c2cc1C
0.85	1.3	-50	COc1cccc(CNC(=O)C2(C)Oc3ccccc3NC2=O)c1 (configuration not stated)
0.72	0.83	.	COc1cc(OC)cc(C(=O)NNC(=O)NC2CCCCC2)c1
0.68	0.5	-186	Cn1nnc2cc(C(=O)N3CCCCCC3)ccc21
-1.8	-2	-71	O=C(NCC1CCN(c2ccc(S(=O)(=O)N3CCOCC3)cc2)CC1)c1ccc(Cl)cc1
0.7	0.27	45	COc1ccc(C2C(C(C)=O)=C(O)C(=O)N2c2cccnc2)c(OC)c1 (configuration not stated)
-0.22	-0.64	-54	COc1ccc(NC(=O)c2cccc(S(=O)(=O)N(C)c3ccccc3)c2)cn1
-1.5	-0.89	50	CSc1nc2ccc(S(=O)(=O)N3CCc4ccccc43)cc2s1
.	.	29	O=C(c1ccccc1Br)N1CCC(c2nc3ccccc3s2)CC1
1.2	1.4	-2	COc1ccc(OC)c(NS(=O)(=O)c2ccc(NC(=O)c3ccc(NS(C)(=O)=O)cc3)cc2)c1
-0.92	0.46	-2	COc1cccc(-c2cc(C(=O)NCCc3ccccc3)no2)c1
1.1	0.54	55	CCCCNC1CCS(=O)(=O)C1 (configuration not stated)
-1.4	-1.7	29	O=C(Nc1ccc2c(c1)OCO2)c1nn(-c2ccccc2)c(=O)c2ccccc12
.	.	17	O=C1N(CN2CCN(Cc3ccccc3)CC2)c2ccccc2C12OCCCO2
-0.9	-1	31	CC(C)Sc1nnc([C@H](Cc2c[nH]c3ccccc23)NC(=O)OC(C)(C)C)o1
-1.2	-0.78	-12	COc1cccc(NC(=O)CN(C)S(=O)(=O)c2ccc(C)cc2)c1
-0.15	1.9	40	CN(C)c1ccc(C(=O)C(O)c2ccc(C(C)(C)C)cc2)cc1 (configuration not stated)
0.48	-0.24	-21	O=C1Nc2ccc(F)cc2C12SCCS2
1.1	2.6	-31	Cc1ccc(C(OC(=O)c2ccco2)C(=O)NC2CCCCC2)cc1 (configuration not stated)

Remaining list, next part:
SDO1 yeast rescue	SDO1 yeast rescue Rescue 24 h	Insulin prom inh	SMILES
0.2	1.1	12	NC(=O)c1cc2cc(Cl)ccc2oc1=Nc1cccc(C(F)(F)F)c1
.	.	5	O=C(NCc1ccccc1)Nc1cccn(Cc2ccccc2Cl)c1=O
-0.77	-1.9	-10	Cc1cccc(CSc2nc3ccncc3n2CC(=O)Nc2cc(C)cc(C)c2)c1
0.05	-0.6	17	CC12CCC(C(=O)N(c3ccc(Cl)cc3)C1=O)C2(C)C (configuration not stated)
.	.	-44	O=C(COc1ccc(NS(=O)(=O)c2ccc(F)cc2)cc1)N1CCOCC1
.	.	3	CCOc1ccc(NC(=S)NCCCN2CCN(c3ccc(OC)cc3)CC2)cc1
1.3	0.45	.	CCN(CC)c1ccc(CN(C(=O)c2cc(OC)c(OC)c(OC)c2)C2CCS(=O)(=O)C2)cc1 (configuration not stated)
-0.53	-0.57	21	Cc1c(C(=O)OCC(=O)Nc2ccc3c(c2)OCO3)cccc1[N+](=O)[O-]
